Compound activity as filed in PubChem BioAssay.
FBW7 act: activators of human E3 ligase FBW7; Q969H0; AlphaScreen FBW7–phospho-cyclin E peptide binding, activator screen; normalized activity (activation), % at 26.1 µM; 650,000 tested, 0.13% active; AID 1259310; in the data active = normalized activity above about 1.9%;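 also: purified mutant Fbw7 with reduced substrate affinity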
Target sequence (Q969H0 whole entry, looked up): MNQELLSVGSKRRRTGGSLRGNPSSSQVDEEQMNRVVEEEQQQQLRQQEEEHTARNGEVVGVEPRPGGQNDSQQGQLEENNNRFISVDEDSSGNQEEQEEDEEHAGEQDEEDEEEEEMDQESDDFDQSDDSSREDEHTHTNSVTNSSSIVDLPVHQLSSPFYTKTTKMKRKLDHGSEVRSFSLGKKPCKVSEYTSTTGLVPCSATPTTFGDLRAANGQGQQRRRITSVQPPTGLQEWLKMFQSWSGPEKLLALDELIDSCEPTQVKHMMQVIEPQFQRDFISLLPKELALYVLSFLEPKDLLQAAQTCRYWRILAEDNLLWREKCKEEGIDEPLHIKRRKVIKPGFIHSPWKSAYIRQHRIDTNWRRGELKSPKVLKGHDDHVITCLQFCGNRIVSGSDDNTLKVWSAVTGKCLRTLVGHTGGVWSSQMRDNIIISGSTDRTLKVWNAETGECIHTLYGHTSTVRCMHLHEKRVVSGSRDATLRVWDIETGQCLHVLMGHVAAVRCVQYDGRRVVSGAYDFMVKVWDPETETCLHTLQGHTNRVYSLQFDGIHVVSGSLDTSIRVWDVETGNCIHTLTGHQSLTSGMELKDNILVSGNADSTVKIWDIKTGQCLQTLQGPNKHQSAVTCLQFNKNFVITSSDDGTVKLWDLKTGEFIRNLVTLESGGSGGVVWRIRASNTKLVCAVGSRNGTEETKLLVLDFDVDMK
MITF primary: blocks human microphthalmia-associated transcription factor. AlphaScreen MITF homodimerization, bead proximity signal. 650,000 tested, 0.91% active. AID 1259374. O75030. inhibition, % at 2.6 µM; in the data active = inhibition above about 50%;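 also: 0% = vehicle wells with protein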
GPR151 ag: activators of human GPR151; PathHunter beta-arrestin GPR151 cells, luminescence; Q8TDV0; activation, % at 11.2 µM; AID 1508602; 650,000 tested, 1% active; in the data active = activation above about 4.9%;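 also: 0% = median of compound wells and 100% = cells with positive control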
Target sequence (Q8TDV0 whole entry, looked up): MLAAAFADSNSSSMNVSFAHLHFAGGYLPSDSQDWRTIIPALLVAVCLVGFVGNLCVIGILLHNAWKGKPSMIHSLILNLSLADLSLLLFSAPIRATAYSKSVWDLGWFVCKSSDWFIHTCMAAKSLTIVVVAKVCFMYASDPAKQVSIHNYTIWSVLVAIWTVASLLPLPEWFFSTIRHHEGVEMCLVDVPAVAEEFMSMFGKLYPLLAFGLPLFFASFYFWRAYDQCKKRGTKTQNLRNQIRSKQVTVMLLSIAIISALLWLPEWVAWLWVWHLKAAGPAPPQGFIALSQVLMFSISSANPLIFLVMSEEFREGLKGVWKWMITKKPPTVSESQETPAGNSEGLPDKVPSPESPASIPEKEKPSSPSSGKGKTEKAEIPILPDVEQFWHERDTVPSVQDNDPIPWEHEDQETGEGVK
TEAD-YAP inh: TEAD-YAP interaction inhibition | HEK-TIYL cells, TEAD-Gal4/YAP UAS-luciferase luminescence | inhibition, % at 9.12 µM | 640,000 tested, 1.4% active; in the data active = inhibition above about 32%;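 also: 0% = median of test compound wells and 100% = reference inhibitor wells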
* marks the source's active call; other numbers are inactive results; / = no result given.

Molecule | FBW7 act | MITF primary | GPR151 ag | TEAD-YAP inh
CCOC(=O)N1CCC(NC(=O)C2CC23CCN(Cc2nc4ccccc4[nH]2)CC3)CC1 (stereo unspecified) | 0.0 | 4 | 0.5 | 6
CCOc1nc(SC)nc2sc3c(c12)CC(C)(C)OC3 | -0.1 | 0 | 1.1 | 0
CCN(CC)S(=O)(=O)c1ccc(NS(=O)(=O)c2ccc(C(C)=O)cc2)cc1 | 0.0 | -2 | 3.5 | -2
C=C(C)CNC(=S)N/N=C/c1ccc[nH]1 | 0.4 | 11 | -0.6 | 16
CN1C(=O)NC(=O)/C(=C/c2ccc(F)cc2)C1=O | 0.1 | 7 | 1.7 | 6
O=c1c2ccccc2ncn1CCCOc1cccc(Br)c1 | 0.2 | 7 | -0.3 | -12
O=C(O)c1cc(S(=O)(=O)NCc2ccco2)c(Cl)cc1Cl | 0.1 | 1 | 0.0 | 11
CCNC(=O)/C(=C\c1ccco1)NC(=O)c1ccc(Br)cc1 | -0.2 | 12 | -1.9 | 6
COc1ccccc1OCCSc1nc(N)cc(=O)[nH]1 | -0.2 | -7 | 1.4 | -4
COc1ccc(C)cc1NC(=O)C1CCCN(S(=O)(=O)c2cnc[nH]2)C1 (stereo unspecified) | 0.6 | 11 | -0.1 | 13
COc1cc(/C=c2\sc3nnc(-c4ccccc4)n3c2=O)cc(OC)c1OC | 0.1 | -2 | -0.4 | 3
Cc1ccc(C(=O)Nc2cccc3ccccc23)o1 | 0.9 | 10 | -1.0 | -4
CC(C)c1ccc(Nc2nc(Oc3ccccc3)nc(Oc3ccccc3)n2)cc1 | 0.4 | 7 | -0.2 | 4
Cc1ccc(-c2csc(NC(=O)CCCOc3ccc(Cl)cc3Cl)n2)cc1 | -0.1 | 1 | -0.1 | -1
Cc1ccc(C(=O)c2sc3nc(-c4ccccc4)ccc3c2N)cc1 | 0.0 | -5 | 0.4 | 7
Cn1c(SCC(=O)Nc2ccccc2C(F)(F)F)nnc1-c1cccs1 | 1.2 | 5 | 0.6 | 3
Cc1ccccc1Nc1nnc(SCC(=O)Nc2sc3c(c2C(N)=O)CCC3)s1 | 0.0 | 10 | -1.5 | 9
O=S(=O)(c1cccc2nsnc12)N1CCN(C/C=C/c2ccccc2)CC1 | 0.0 | 7 | -0.4 | -2
O=C(CCC(=O)Nc1cccc2ccccc12)Nc1cccc2ccccc12 | -0.1 | 1 | 1.4 | 1
Cc1cc(-c2cnc(N3CCOCC3)nc2C2CCN(Cc3ccccn3)CC2)on1 | 0.1 | -7 | 0.3 | 0
CN1CCN(c2cc(NCCO)c3c4c(onc24)-c2ccccc2C3=O)CC1 | -0.5 | 38 | 0.2 | 19
Cc1cccc(N2CCN(C(=O)CCCCCn3c(=S)[nH]c4cc5c(cc4c3=O)OCO5)CC2C)c1 (stereo unspecified) | 0.2 | 14 | -0.8 | 2
C#CC(O)(c1ccccc1)c1ccc(Sc2ccc(C)cc2)cc1 (stereo unspecified) | 0.3 | -3 | 0.8 | 0
O=C(CN1C(=O)CCC1=O)Nc1nc(-c2ccc(Cl)c(Cl)c2)cs1 | 0.1 | 16 | 0.3 | 0
O=C(O)CNC(=O)c1ccc(N2C(=O)Nc3ccccc3N2O)cc1 | -0.1 | -16 | -0.6 | -2
CCOc1ccc(-n2c(CNC(=O)c3cccc(C)c3)nnc2SCC(=O)N2N=C(c3cccs3)CC2c2ccc(F)cc2)cc1 (stereo unspecified) | 0.3 | 4 | 0.5 | 7
O=C(Cn1nnnc1CN1CCCCCC1)N1CCN(Cc2ccc(F)cc2)C(=O)C1 | 0.2 | 12 | 0.8 | 2
Cc1ccc(C23CC4CC(CC(C(=O)Nc5ccc(C(=O)O)cc5)(C4)C2)C3)cc1 | -0.1 | 12 | 2.3 | 12
Cn1cc(C(=O)NC2CCCCC2)c2[nH]c(=O)n(-c3ccc(F)cc3)c(=O)c21 | -0.1 | 1 | 2.7 | 10
O=C(O)c1ccccc1CSc1ncn[nH]1 | 0.1 | -4 | 3.0 | -2
COc1ccc(-c2noc(-c3nnn(-c4ccc(F)cc4)c3N)n2)cc1 | 0.0 | 8 | 2.5 | -12
OCCNc1nc(-c2ccccc2)nc2c1ncn2-c1ccccc1 | 0.9 | 15 | 0.4 | 12
Cc1cccc(OCCn2c(NC(=O)c3ccc(Cl)cc3)nc3ccccc32)c1 | -0.1 | -2 | 2.7 | 7
COc1ccc(CC(=O)NCc2cccc(CNC(=O)Cc3ccc(OC)cc3)c2)cc1 | -0.1 | -6 | -0.1 | 5
CCCCCCCCCCCCCCCCCCOC[C@H](COP(=O)(O)OCC[N+](C)(C)C)OC(C)=O | / | -13 | 5.2* | /
NC(=O)c1ccccc1NC(=O)c1ccc(OCc2ccccc2)cc1 | -0.1 | 13 | -1.9 | -20
O=C(O)/C=C/C(=O)OCCN1CCN(c2nc3ccc(Cl)cc3s2)CC1 | -0.1 | 0 | 0.6 | -60
CCOC(=O)c1sc(-c2ccccc2)cc1NC(=O)c1cc2ccccc2cc1OC | -0.1 | -11 | -1.3 | -20
CCCCN(C(=O)NC(=O)Nc1ccccc1)S(C)(=O)=O | -0.1 | -2 | 3.4 | -17
C=CCn1c(C)cc(C(=O)CN2C(=O)NC(CCSC)C2=O)c1C (stereo unspecified) | 0.4 | 8 | -1.5 | -39
CN(C)c1cccc(Nc2nc(NCc3ccccc3)c3ncn(Cc4ccc(C(F)(F)F)cc4)c3n2)c1 | 0.2 | -5 | 2.4 | -10
C=CCN1C(=O)C(O)(C2CCc3ccccc3C2=O)c2cc(Br)ccc21 (stereo unspecified) | 0.0 | -5 | 1.0 | -3
COc1ccc(C(=O)N2CCN=C2SCc2cccc(C)c2)cc1OC | 1.1 | 24 | -2.5 | -5
COc1ccc(C2C(C(=O)OC3CCCCC3)=C(C)NC3=C2C(=O)CCC3)c(OC)c1 (stereo unspecified) | 0.2 | -4 | -0.6 | -1
O=C1CCCN1c1ccc(Cl)c(S(=O)(=O)N2CCOCC2)c1 | -0.1 | 3 | 1.0 | -1
CCOC(=O)c1c(NC(=O)CSc2nnc(CNC(=O)c3ccccc3OC)n2-c2ccccc2OC)sc2c1CCCCC2 | 0.2 | 16 | 0.9 | 3
CCOC(=O)C(CC(C)C)N(Cc1cccc(Cl)c1)S(=O)(=O)c1ccc(Br)cc1 (stereo unspecified) | 0.0 | -6 | 0.7 | -2
CS(=O)(=O)c1nc(-c2ccc(Br)cc2)cc(-c2ccccc2)c1C#N | -0.2 | 2 | 2.1 | 4
CC(NC(=O)c1cc2n(n1)C(C(F)(F)F)CC(c1ccc(Cl)c(Cl)c1)N2)c1ccccc1 (stereo unspecified) | 0.1 | -10 | -0.2 | 7
O=C(/C=C/c1ccc(Cl)cc1)Nc1cccc(NC(=O)c2ccco2)c1 | 0.6 | 11 | -0.6 | -43

Compound profiles (already shown). Values in the order: FBW7 act, MITF primary, GPR151 ag, TEAD-YAP inh
`Cc1ccc(C23CC4CC(CC(C(=O)Nc5ccc(C(=O)O)cc5)(C4)C2)C3)cc1` across the screens: -0.1, 12, 2.3, 12
`CS(=O)(=O)c1nc(-c2ccc(Br)cc2)cc(-c2ccccc2)c1C#N` across the screens: -0.2, 2, 2.1, 4
`C=CCn1c(C)cc(C(=O)CN2C(=O)NC(CCSC)C2=O)c1C` (stereo unspecified) across the screens: 0.4, 8, -1.5, -39
`C#CC(O)(c1ccccc1)c1ccc(Sc2ccc(C)cc2)cc1` (stereo unspecified) across the screens: 0.3, -3, 0.8, 0
`O=C(O)CNC(=O)c1ccc(N2C(=O)Nc3ccccc3N2O)cc1` across the screens: -0.1, -16, -0.6, -2

(continued)
Molecule | FBW7 act | MITF primary | GPR151 ag | TEAD-YAP inh
Cc1c(NC(=O)C(C)N2C(=O)NC3(CCC(C)CC3)C2=O)c(=O)n(-c2ccccc2)n1C (stereo unspecified) | 0.0 | 4 | -0.4 | -1
O=C(Nc1ccc2[nH]c(=O)[nH]c2c1)c1ccc2c(=O)n3c(nc2c1)CCCCC3 | 0.0 | -7 | 0.2 | 6
COc1ccc(/C=C2/C(=O)NC(=O)N(Cc3ccco3)C2=O)cc1C | 0.5 | 59* | 0.8 | 5
Cc1nc(N2CCN(c3ccccn3)CC2)c2c(C)c(C(=O)Nc3c(C)cc(Br)cc3C)sc2n1 | -0.2 | 16 | 0.0 | -7
Cc1ccc(CC(=O)Nc2sccc2C#N)c(C)c1 | 0.2 | 5 | -1.0 | -22
Cc1cccc(OCC(=O)N(CCn2cccn2)c2nc3c(F)cccc3s2)c1 | 0.3 | 8 | 1.4 | 43*
CCOC(=O)C1=C(C)N=c2s/c(=C\c3ccc(-c4ccc([N+](=O)[O-])cc4OC)o3)c(=O)n2C1c1ccc(C)cc1 (stereo unspecified) | 0.0 | -19 | -0.8 | 0
COc1ccc(NC(=O)C2CCN(c3cc(C)nc(-c4ccccc4)n3)CC2)cc1 | 0.0 | -18 | -0.6 | -3
CCOC(=O)c1c(NC(=O)COc2cc(C)ccc2C(C)(C)C)sc(C(C)=O)c1C | 0.0 | 2 | -1.1 | 9
CC(=O)N1c2ccc(S(=O)(=O)NC(C(=O)NC3CCCCCC3)C(C)C)cc2CC1C (stereo unspecified) | 0.3 | 12 | 0.1 | 16
CCCOc1ccc(C(CC(=O)O)NS(=O)(=O)c2ccc(NC(C)=O)cc2)cc1 (stereo unspecified) | 0.0 | 3 | 0.9 | -8
Cc1ccc(CNC(=O)C2CCN(c3nn4c(=O)cc(C)nc4s3)CC2)cc1 | -0.1 | 4 | 0.1 | 0
CC(C)(C)OC(=O)N1CCN(C(=O)OC(C)(C)C)CC1 | -0.3 | -9 | -0.3 | 2
CCOc1ccc(-c2noc(-c3cc(-c4ccccc4)n[nH]3)n2)cc1 | 0.1 | -1 | 0.8 | -5
CC(C)c1ccc(NC(=O)C2C3C=CC4(O3)C2C(=O)N(Cc2ccc(Cl)cc2)C4C(=O)NC2CCCC(C)C2C)cc1 (stereo unspecified) | 0.1 | 0 | 0.1 | 7
CCCN(CCC)S(=O)(=O)c1ccc(C(=O)Nc2nc3c(s2)CCc2ccccc2-3)cc1 | 0.1 | -1 | -1.0 | 0
CCOc1ccc(C2CC(c3ccc(Cl)cc3)Nc3nc(N)nn32)cc1 (stereo unspecified) | -0.1 | 9 | 0.2 | 4
O=C1CCCC2=C1C(c1cccc(Cl)c1)n1c(nc3ccccc31)N2 (stereo unspecified) | 0.8 | 15 | 0.7 | 3
CCOc1cc(C2C(C(C)=O)=C(C(=O)OC)Nc3nnnn32)ccc1O (stereo unspecified) | 0.1 | 12 | 0.2 | 9
Cc1ccc(N2CC(C(=O)OCC(=O)c3ccc(Cl)cc3)CC2=O)cc1Cl (stereo unspecified) | 0.0 | 7 | 1.4 | -7
Oc1ccc(/C=C/c2ccc3ccccc3n2)cc1 | 0.6 | -6 | -9.9 | 85*
C[C@@H](c1ccccc1)N1C(=O)[C@H]2[C@H]3[C@H](O)[C@H](O)C/C(=N\NC(=O)OCc4ccccc4)[C@@H]3CC[C@H]2C1=O | 0.0 | -3 | 0.0 | /
CCn1c(=O)n(CC(=O)Nc2ccc3c(c2)OCO3)c2cccnc21 | -0.1 | 4 | 1.9 | -6
CCC1CCCCN1C(=O)c1cc2c(=O)n3cccc(C)c3nc2s1 (stereo unspecified) | 0.0 | 7 | 0.0 | 11
COc1ccc2cc(C3Nc4ccccc4C(=O)N3c3ccccc3)c(Cl)nc2c1 (stereo unspecified) | 0.1 | 4 | 0.2 | -4
Cc1c(C(=O)c2cccc(S(=O)(=O)N3CCCC3)c2)c2ccccn2c1CCC#N | 0.0 | -6 | 0.6 | 7
COC(=O)C1CCCCN1C(=O)C1CC(Cc2cccc(F)c2)=NO1 (stereo unspecified) | -0.1 | -4 | 0.4 | -57
CC(=O)Nc1ccccc1OC(=O)/C(C#N)=C/c1ccc2c(c1)OCO2 | 0.0 | -1 | -0.6 | -5
Cc1cccc(C)c1N(CC(=O)N1CCC(Cc2ccccc2)CC1)S(C)(=O)=O | -0.1 | -11 | -0.6 | 0
COc1ccc(CN2CC(C(=O)NCCCN3CCC(C)CC3)CC2=O)cc1 (stereo unspecified) | -0.1 | 7 | -0.4 | 3
Fc1ccc(Nc2nc3nonc3nc2Nc2ccc(F)cc2F)c(F)c1 | 0.3 | 19 | 1.8 | 90*
Cc1ccccc1Nc1ncnc2ccccc12 | 0.5 | 7 | 0.7 | 8
CC(=O)N1CCN(Cc2nc(-c3ccc(Cl)cc3)cs2)CC1 | -0.3 | -4 | -0.9 | 3
CC1CC(C)CN(S(=O)(=O)c2ccc3c(c2)Cc2cc(S(=O)(=O)N4CC(C)CC(C)C4)ccc2-3)C1 (stereo unspecified) | 0.5 | 17 | 1.5 | -19
CN(CCc1ccccn1)C(=O)CCC1CCCN(S(=O)(=O)c2ccsc2)C1 (stereo unspecified) | 0.2 | -6 | -0.6 | -2
N#CCn1c(CNS(=O)(=O)c2ccccc2)c[n+]2ccsc12 | -0.3 | 9 | -0.8 | 1
Cc1ccc(S(=O)(=O)Nc2ccc3oc4ccccc4c3c2)cc1[N+](=O)[O-] | 0.2 | 12 | -0.9 | -12
Cc1ccc(OCCN2CCN(CC(O)Cn3c4ccccc4c4ccccc43)CC2)cc1 (stereo unspecified) | 0.2 | 74* | -0.5 | 6
CCN1CCN(C2CCc3c(sc4ncn(C5CCCC5)c(=O)c34)C2)CC1 (stereo unspecified) | 0.0 | -7 | -0.5 | -4
Nc1ccc(-c2nnn(Cc3c(Cl)cccc3Cl)n2)cc1 | 0.0 | -4 | -1.3 | 0
COc1ccc(CNC(C)c2ccccc2)cc1 (stereo unspecified) | 0.1 | 7 | -0.2 | -1
O=C1C2C(C(=O)N1c1ccccc1[N+](=O)[O-])C1(c3ccccc3)C(=O)C2(c2ccccc2)C(c2ccccc2)=C1c1ccccc1 (stereo unspecified) | 0.1 | 1 | 2.0 | 3
Nc1nc(NCCc2ccc(O)cc2)cc(NC2CCN(Cc3ccccc3)CC2)n1 | 0.5 | 12 | 2.4 | 2
